# GAA inh – blocks human lysosomal alpha-glucosidase | P10253 | purified human GAA, 4-MU-alpha-glucoside fluorescence | Potency, µM (doses to about 76.9 µM), for the others: at the top dose activity change, negative = inhibition, hits mostly inhibitors | 200,000 tested, 0.005% active | AID 1466;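 also: plate controls were uninhibited enzyme wells for no effect and no-enzyme background for full effect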
#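 Enzyme (4 nM final) mixed with compound (up to 77 uM), then 4-MU-alpha-D-pyranoside (400 uM final) added; 20 min at room temperature, pH 5.0. Reaction stopped at pH 10, fluorescence read, AC50 derived by Hill fit.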
# GAA glycogen mod – inhibitors or activators of human alpha-glucosidase glycogen cleavage. P10253. recombinant GAA, glycogen substrate, Amplex Red glucose oxidase fluorescence. Potency, µM (series often up to 76.4 µM), inactives show top-dose activity change, negative = inhibition, usual class: inhibitors. 300,000 tested, 0.38% active. AID 2100;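 also: 0% = full enzyme reaction and -100% = no-enzyme basal signal; the screen sought inhibitors and activators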
#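 Recombinant human alpha-glucosidase (4 nM final) hydrolysed bovine liver glycogen (30 ug) for 40 min at 37 C in pH 5.0 citrate/phosphate with 0.01% Tween-20. Released glucose detected by glucose oxidase/Amplex Red, Ex 573/Em 610 nm. Compounds up to 77 uM; AC50 from Hill fits.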
# HTT ATP protect – Huntington cell model cytoprotection by ATP luminescence. PC12 HTT-Q103 induced, cytoprotection, ATP luminescence, 40 h. Potency, µM (series often up to 56.4 µM), without a hit: cytoprotection (ATP increase), most hits filed as activators. 230,000 tested, 0.14% active. AID 1471;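 also: % of control where 0% means no effect; nearly all actives have a fitted effect of over 45% in size; toxic huntingtin expression switched on by the ecdysone agonist tebufenozide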
#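 Cells were plated at 1500 per well in phenol red-free DMEM with 5% equine and 5% calf serum. Tebufenozide (100 nM final) and compounds were added, then ATPlite reagent, and luminescence was read.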
# GoLoco inh red – inhibitors of human Gai1-RGS12 GoLoco interaction (red fluorophore). Gai1:RGS12 GoLoco peptide FP, rhodamine, 10 min. Potency, µM (highest dose often 61.6 µM), for the others: at the highest dose activity, negative = inhibition, usual class: inhibitors. 230,000 tested, 0.44% active. AID 880; active = well fitted inhibition curve with a large enough effect, not every such curve was filed as active; inactive = no such curve, though single readings can be large or run the other way; also: % is scaled to controls: 0 for no effect and ±100 for the full control effect; nearly all actives have a fitted effect of over 30% in size; many of its hits are not listed in these tables
# Target sequence (P63096 whole entry, looked up): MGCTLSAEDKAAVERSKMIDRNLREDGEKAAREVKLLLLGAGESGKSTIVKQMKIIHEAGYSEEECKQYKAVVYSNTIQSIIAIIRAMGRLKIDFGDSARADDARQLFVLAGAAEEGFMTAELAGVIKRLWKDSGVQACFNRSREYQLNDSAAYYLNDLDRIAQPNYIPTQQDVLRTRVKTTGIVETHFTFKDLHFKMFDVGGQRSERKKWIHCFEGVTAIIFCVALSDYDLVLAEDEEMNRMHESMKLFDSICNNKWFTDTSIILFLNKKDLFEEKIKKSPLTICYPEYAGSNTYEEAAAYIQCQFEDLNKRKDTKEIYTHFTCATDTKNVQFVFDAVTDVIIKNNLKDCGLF
# aGlu spleen mod – inhibitors or activators of human alpha-glucosidase in spleen homogenate. AID 2112. human spleen homogenate, 4-MU-alpha-glucoside fluorescence. 240,000 tested, 0.006% active. Potency, µM (doses to about 79.9 µM), for the others: at the top dose activity change, negative = inhibition, usual class: inhibitors. P10253;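 also: 0% = enzyme with vehicle and -100% = no enzyme basal signal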
#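 Enzyme source: human spleen homogenate, 1 ug/well. Buffer 50 mM citric acid/K phosphate pH 5.0, 0.01% Tween-20. 4-MU-alpha-glucoside 1 mM; 37 C x 40 min; NaOH/glycine stop; fluorescence.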
# HttQ103 aggreg – mutant huntingtin aggregation inhibition; Potency, µM (top dose mostly 46.1 µM), inactives show at the highest dose activity change, negative = inhibition, most hits filed as inhibitors; 220,000 tested, 1.1% active; PC12 HttQ103-GFP aggregates, Acumen cytometry, 40 h; also: % is scaled to controls: 0 for no effect and ±100 for the full control effect; nearly all actives have a fitted effect of over 60% in size
#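 Multiplexed with ATP-based cell death, this channel scores GFP aggregates in PC12 cells expressing inducible HTTex1-Q103-GFP. Induction used 100 nM tebufenozide; compounds were tested in concentration series.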
# IMPase Li cell – membrane-permeable IMPase blocker, potentiated with lithium | Potency, µM (highest dose often 59.4 µM), for inactives: at the highest dose activity, negative = IMPase inhibition, most hits filed as inhibitors | 210,000 tested, 0.35% active | CHO-M1 cells, IP1 TR-FRET (IP-One), carbachol + lithium;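 also: IP1 builds up when IMPase is blocked and the TR-FRET signal falls; plate controls were basal vehicle for no effect and high inhibitor control for full effect; nearly all actives have a fitted effect of over 50% in size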
#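 Lithium-sensitised IP1 accumulation assay; M1-expressing CHO cells treated 30 min at 37C with compound. Competitive antibody detection by time-resolved FRET followed a 10 min room-temperature lysis step.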
# An asterisk follows results filed as active; ? = inconclusive; / = no result given; & = joins results of further samples; [ ] = remark or other dose. Unless noted, calls follow the shape of the dose curve; as a rule, active = well fitted curve in the direction sought with a large enough effect; inconclusive = small, poorly fitted or top-dose-only effect, or another doubt; inactive = no such curve, though single readings can be large; an effect the other way counts as inactive or inconclusive. Potency is read from the fitted curve at half-maximal effect. The list is partial; the hit share may differ from the screen's.
SMILES,GAA inh,GAA glycogen mod,HTT ATP protect,GoLoco inh red,aGlu spleen mod,HttQ103 aggreg,IMPase Li cell
COc1ccc(-n2c(SCC(=O)N3CCOCC3)nnc2C(C)N2CCCCC2)cc1 (configuration not stated),/,-2%,6%[10 µM],3%,-13%,-23%[9.22 µM],/
Cn1cc(CNC(=O)c2cc(-c3ccccc3)nc3ccc(Br)cc23)cn1,-11%,0%,/,6%,-1%,0%,11µM*
CCCCN(CC)C(=O)c1cc2cc3ccc(OC)cc3nc2o1,?,1%,-14%,12%,5%,7%,3%[38.3 µM]
CCn1ncc(/C=N/O)c1C,-2%,8%,13%,-1%,-17%,?,2%[38.3 µM]
Cc1ccccc1-n1cc(-c2ccc(Br)cc2)nc1SCC(N)=O,/,2%,12%[10 µM],3%,1%,-3%[9.22 µM],/
CCCc1cc(=O)[nH]c(SCc2csc(-c3ccccc3)n2)n1,-3%,-5%,31%[10 µM],17%,7%,?,-1%
COc1ccccc1NC(=O)/C(=N/OCc1ccc(C#N)cc1)C(C)=O,-1%,5%,6%[10 µM],-3%,-3%,-9%,2%
COc1ccccc1N(CC(=O)NCC(C)C)S(=O)(=O)c1cccs1,-5%,-1%,7%[10 µM],-4%,-3%,7%,3%
COCCN(CC(=O)NCc1ccccc1)C(=O)CCC(=O)Nc1ccccn1,-7%,-10%,15%[10 µM],8%,2%,-1%,1%
CC(C)CC(=O)NC(c1cccs1)c1ccc2cccnc2c1O (configuration not stated),8%,10%,10%[10 µM],0%,2%,-14%[9.22 µM],22%
CC1=NN(C(=O)Cn2ccc([N+](=O)[O-])n2)C(O)(C(F)(F)F)C1 (configuration not stated),-2%,-11%,/,-11%,-2%,-13%,-8%
CCOC(=O)C1=C(CSc2nc(-c3ccncc3)ccc2C#N)OC(N)=C(C#N)C1c1ccc(OC)cc1 (configuration not stated),?,-12%,?,35%[activator],-2%,4%[9.22 µM],-8%[38.3 µM]
C=C(C)CC1(NC(C)c2ccccc2)CCCCC1 (configuration not stated),3%,-1%,/,2%,-1%,-2%,3%
COc1ccc(C(CC(=O)c2ccc(C)cc2)Nc2ccc([N+](=O)[O-])cc2)cc1 (configuration not stated),?,-1%,27%[10 µM],-1%,-7%,21%,-1%
O=C(CNS(=O)(=O)c1ccccc1)NNC(=O)C(Cl)Cl,-1%,15%,-14%,4%,4%,11%,-10%
Cc1ccc2[nH]c(=O)c(CN(CCCN3CCOCC3)Cc3nnnn3C3CCCC3)cc2c1,-1%,12%,-8%,-5%,-5%,2%,-4%[38.3 µM]
Cc1cc(C)nc(SC2CCCCC2O)n1 (configuration not stated),-12%,2%,6%,0%,3%,?,12%[38.3 µM]
Cc1ccc(CSC2=NCCN2C(=O)C(C)Oc2ccccc2)cc1 (configuration not stated),-4%,6%,/,6%,9%,-6%,9%
COc1cc(/C=N/c2oc(-c3ccccc3)cc2C#N)ccc1O,-3%,?,10%[10 µM],194%[activator],-9%,3%,24%[38.3 µM]
COc1ccc(COc2cccnc2N)cc1,-9%,-3%,4%[10 µM],7%,-7%,5%[9.22 µM],/

# Retrieved one by one from the entries so far (two):
SMILES,GAA inh,GAA glycogen mod,HTT ATP protect,GoLoco inh red,aGlu spleen mod,HttQ103 aggreg,IMPase Li cell
COc1ccc(COc2cccnc2N)cc1,-9%,-3%,4%[10 µM],7%,-7%,5%[9.22 µM],/
Cc1ccccc1-n1cc(-c2ccc(Br)cc2)nc1SCC(N)=O,/,2%,12%[10 µM],3%,1%,-3%[9.22 µM],/

# Carrying on:
SMILES,GAA inh,GAA glycogen mod,HTT ATP protect,GoLoco inh red,aGlu spleen mod,HttQ103 aggreg,IMPase Li cell
CN(C(=O)c1ccco1)c1nc2c(s1)CCCC2,-1%,-2%,-75%[inhibitor],7%,-3%,-12%,25%[38.3 µM]
COc1ccc2[nH]cc(C(=O)CN3CCCC(C)C3)c2c1 (configuration not stated),9%,-4%,-9%[0.074 µM],-2%,3%,2%,-20%[38.3 µM]
O=C1/C(=C\c2ccc(-c3ccccc3Cl)o2)SC(=S)N1CC1CCCO1 (configuration not stated),-4%,7%,5%,25%,2%,20%,5%[38.3 µM]
Clc1ccc2nc(C3CCN(Cc4ccccc4)CC3)[nH]c2c1,10%,8%,3%,2%,-6%,-6%,-6%[38.3 µM]
N/C(=N\OC(=O)CCCOc1ccc(Cl)cc1Cl)c1ccncc1,-3%,2%,21%[10 µM],6%,6%,-11%,2%
O=C(CSc1cccc[n+]1[O-])N1CCCc2ccccc21,4%,8%,-6%[10 µM],1%,-3%,23%,11%
FC(F)(F)c1ccc(CN2C[C@@H]3C(c4ccc(Cl)nc4)C4(c5ccccc5)CC3(C4)[C@H]2c2ccccc2)cc1 (some centres not stated),/,-1%,-18%,4%&9%,0%&-1%,-29%[9.22 µM],-6%
CN(Cc1ccccc1)C(=O)c1nc2ccccn2c1CN1CCC(N2CCOCC2)CC1,/,-2%,3%[10 µM],2%,-3%,6%[9.22 µM],/
COc1ccc(CNC(=O)COC(=O)c2n[nH]c3ccccc23)cc1,-5%,2%,-5%[10 µM],5%,-3%,9%,-4%[38.3 µM]
COc1cc(C(O)P(=O)(OCC(C)C)c2ccc(N(C)C)cc2)cc(OC)c1OC (configuration not stated),/,4%,-10%[10 µM],0%,11%,2%[9.22 µM],/
CC(=O)Nc1ccc(S(=O)(=O)NCc2ccc(C(=O)NCc3ccc(Cl)cc3)cc2)cc1,-6%,0%[76.3 µM],18%,102%[activator],-9%,4%,10%[38.3 µM]
CC(=O)c1cccc(CN2CCN(CCC(C)C)C(CCO)C2)c1 (configuration not stated),/,-4%,9%[10 µM],2%,5%,-23%[9.22 µM],/
CN(C)S(=O)(=O)c1ccc2c(c1)nc(CCC(=O)O)n2C,2%,5%,5%[10 µM],70%[activator],8%,12%,9%
N#CC(=C1CCCC1)c1nc(-c2ccc(Cl)cc2)cs1,?,1%,3%,23%,-4%,-3%,11%[38.3 µM]
COc1ccc(/C=N/n2c(SC)nnc2-c2ccccc2)c(OC)c1OC,-3%,-14%,-25%,-1%,14%,?,8%[38.3 µM]
COC(=O)c1cn(NC(=O)c2ccc(F)cc2)c(=O)c2ccccc12,?,1%,-5%,12%,-8%,18%,-13%[38.3 µM]
CCN(CC)CCNC(=O)c1ccc(NC(=O)/C=C/c2cc(OC)c(OC)c(OC)c2)cc1,-5%,3%,-17%[10 µM],16%,-1%,?,25%
O=C(NCCc1c[nH]c2ccccc12)/C(=C\c1cccnc1)NC(=O)c1cccs1,-6%,-10%,5%[10 µM],7%,5%,-14%,-3%
COc1cccc(-c2cc(C(F)(F)F)nc(N3CCN(c4ccccc4)CC3)n2)c1,-3%,-3%,-4%,4%,-2%,14%,-9%[38.3 µM]
Cc1cc(C)cc(-n2c(C)cc(C(=S)N3CCOCC3)c2C)c1,6%,3%,14%[1.9 µM],6%,-2%,3%,-3%
COc1cc(=O)n(C)c2c(OCC3OC(C)(C)OC3(C)C)cccc12 (configuration not stated),-10%,-7%,-37%&-36%[inhibitor],-10%&5%,5%&1%,-3%,16%
COc1ccc(-c2nc(NC(=O)c3ccc(OCC(=O)Nc4ccc(F)cc4)c(OC)c3)sc2C)cc1,-15%,2%,-22%[10 µM],8%,2%,-17%,?
CCCCCCOC(=O)/C=C/c1c(C)[nH]c(=O)[nH]c1=O,1%,4%,-13%[10 µM],2%,0%,?,13%[38.3 µM]
O=C(CSc1nnc(-c2ccc(Cl)cc2)n1-c1ccc(Cl)cc1)N/N=C/c1ccco1,-3%,-2%,-13%[10 µM],7%,-11%,-8%,7%
O=C1c2ccccc2C(O)(O)[C@@]1(O)[C@]1(O)C(=O)c2ccccc2C1(O)O,/,/,3%[10 µM],0%[14.2 µM],/,/,3%
Cc1c(Cl)cccc1NC(=S)N(CCCN1CCOCC1)Cc1ccco1,4%,4%,15%,80%[activator],7%,5%,11%
O=C(CC1S/C(=N/N=C/c2ccco2)NC1=O)Nc1ccccc1 (configuration not stated),-7%,3%,-6%,-2%,0%,-1%,-4%
C=C(C)C1CC=C(C)C(O)C1 (configuration not stated),/,/,-4%&-3%,17%&-1%,5%&-7%,/,1%&-2%
Cc1cc(C(C)(C)C)oc1C(=O)N(CC(=O)NC1CCCC1)Cc1ccc(F)cc1,7%,2%,24%[10 µM],0%,-9%,-37%,12%
Cc1cc(NC(=O)CCC(=O)N(Cc2ccco2)C(C(=O)NCC2CCCO2)c2ccncc2)no1 (configuration not stated),-15%,-16%,21%[10 µM],9%,-2%,-4%[9.22 µM],-2%
O=C(CSc1ccc(-c2cccc([N+](=O)[O-])c2)nn1)NC1CCCC1,-3%,-4%,-25%,12%,/,-21%,1%
O=C(NC1CCCc2ccccc21)C1CCN(S(=O)(=O)c2ccccc2)CC1 (configuration not stated),-9%,-9%,-22%[10 µM],3%,-24%,-4%,3%
Cc1ccsc1C(=O)OCC(=O)NCC1CCCO1 (configuration not stated),-1%,-9%,-7%,-1%,2%,7%,-10%[38.3 µM]
CCCNC(=O)C1CNc2ccccc2O1 (configuration not stated),-1%,-10%,-14%,3%,0%,-11%,-3%[38.3 µM]
O=C(NN(C(=O)c1ccccc1)c1ccccc1)c1ccccc1,-20%,6%,-11%[10 µM],0%,-4%,-4%[9.22 µM],/
CC(O)CNC(=O)c1ccc(-c2nn(C)c(=O)c3ccccc23)cc1 (configuration not stated),5%,13%,-18%,-1%,-5%,9%[9.22 µM],20%[38.3 µM]
O=C(COC(=O)c1cc(-c2ccncc2)nc2ccccc12)Nc1ccc2c(c1)OCO2,1%,9%,42%[10 µM],-6%,-1%,?,0%
O=C(NCC1CCCO1)/C(=C/c1cn(-c2ccccc2)nc1-c1cccnc1)NC(=O)c1ccccc1 (configuration not stated),1%,-27%,-36%[inhibitor],7%,7%,-19%,-12%

# Nothing new here: 4 of the compounds above.
SMILES,GAA inh,GAA glycogen mod,HTT ATP protect,GoLoco inh red,aGlu spleen mod,HttQ103 aggreg,IMPase Li cell
COc1ccc(-n2c(SCC(=O)N3CCOCC3)nnc2C(C)N2CCCCC2)cc1 (configuration not stated),/,-2%,6%[10 µM],3%,-13%,-23%[9.22 µM],/
Cn1cc(CNC(=O)c2cc(-c3ccccc3)nc3ccc(Br)cc23)cn1,-11%,0%,/,6%,-1%,0%,11µM*
CCCCN(CC)C(=O)c1cc2cc3ccc(OC)cc3nc2o1,?,1%,-14%,12%,5%,7%,3%[38.3 µM]
CCn1ncc(/C=N/O)c1C,-2%,8%,13%,-1%,-17%,?,2%[38.3 µM]

# Screening results as filed in PubChem.
